Screens (PubChem BioAssay)
MCL1 BIM primary = inhibitors of MCL1 binding to BIM-BH3, primary screen, biochemical, fluorescence polarization. Induced myeloid leukemia cell differentiation protein Mcl-1 (Homo sapiens), Q07820. GST-MCL1 / FITC-Bim-BH3 fluorescence polarization. inhibition, % at 10.9 µM. hit rate 0.68% among 320,000;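 active = inhibition above the mean inhibition of all tested compounds plus 3 SD, set per campaign, cut at about 40% in these data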;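 note: 0% = DMSO wells and 100% = unlabeled Bim-BH3 peptide control; higher means more loss of mP so more displacement of Bim peptide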
Bcl-xL primary = inhibitors of human Bcl-xL, primary screen, biochemical, fluorescence polarization, HTS; Bcl-2-like protein 1 (Homo sapiens), Q07817; GST-Bcl-xL / FITC-Bim BH3 peptide fluorescence polarization; inhibition, % at 10.9 µM; hit rate 0.7% among 320,000; AID 2129, 2009;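 active = inhibition above the mean of all tested compounds plus 3 SD, cutoff set per campaign, cut at about 30% in these data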;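 note: 0% = DMSO wells and 100% = unlabeled Bim-BH3 peptide competitor; inhibitors lower millipolarization by displacing the labeled peptide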
Target sequence (Q07817 whole entry, looked up): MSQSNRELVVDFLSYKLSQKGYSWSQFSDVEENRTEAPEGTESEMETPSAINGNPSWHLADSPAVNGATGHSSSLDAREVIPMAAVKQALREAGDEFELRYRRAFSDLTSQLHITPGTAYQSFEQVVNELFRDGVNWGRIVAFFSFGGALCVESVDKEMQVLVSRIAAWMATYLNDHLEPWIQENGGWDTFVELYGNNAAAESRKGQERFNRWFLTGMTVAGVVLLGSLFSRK
PME-1 inh = PME-1 inhibitors via competitive probe labeling, primary screen, biochemical, fluorescence polarization, FP-Rh probe, HTS; recombinant PME-1; inhibition, % at 5.9 µM; hit rate 0.53% among 320,000; AID 2130, 2009;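 active = inhibition above the campaign mean of all compounds plus 3 SD, cut at about 26% in these data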;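 note: competitive labeling of PME-1 active site by serine hydrolase directed probe; 0% = PME-1 with DMSO and 100% = wells lacking PME-1 enzyme; inhibitors block probe labeling so polarization falls and inhibition rises; many of its hits are not listed in these tables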
AHR activator = AHR activators, primary screen, cell-based, luminescence, luciferase reporter, human. Aryl hydrocarbon receptor (Homo sapiens), P35869. AHR-responsive luciferase reporter cells. activation, % at 5 µM. hit rate 2.5% among 320,000. AID 2796, 2010; in the data active = activation above about 47%;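 note: 0% = vehicle wells and 100% = reference agonist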
MEX-5 binding = MEX-5 zinc finger RNA-binding disruptors – biochemical, C. elegans, fluorescence polarization, MLPCN library, primary screen. Zinc finger protein mex-5 (Caenorhabditis elegans), Q9XUB2. MEX-5/FITC-TCR2 RNA binding; active compounds read low. activity score (negative = inhibition of binding), % at 10 µM. hit rate 0.38% among 300,000. AID 1832, 2009;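 active = inhibition past about -25% in most replicates, and total fluorescence under double the plate's negative control median, limit read from the data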;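 note: 0% = DMSO and -100% = 5 µM competing unlabeled TCR2 RNA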
Target sequence (Q9XUB2 whole entry, looked up): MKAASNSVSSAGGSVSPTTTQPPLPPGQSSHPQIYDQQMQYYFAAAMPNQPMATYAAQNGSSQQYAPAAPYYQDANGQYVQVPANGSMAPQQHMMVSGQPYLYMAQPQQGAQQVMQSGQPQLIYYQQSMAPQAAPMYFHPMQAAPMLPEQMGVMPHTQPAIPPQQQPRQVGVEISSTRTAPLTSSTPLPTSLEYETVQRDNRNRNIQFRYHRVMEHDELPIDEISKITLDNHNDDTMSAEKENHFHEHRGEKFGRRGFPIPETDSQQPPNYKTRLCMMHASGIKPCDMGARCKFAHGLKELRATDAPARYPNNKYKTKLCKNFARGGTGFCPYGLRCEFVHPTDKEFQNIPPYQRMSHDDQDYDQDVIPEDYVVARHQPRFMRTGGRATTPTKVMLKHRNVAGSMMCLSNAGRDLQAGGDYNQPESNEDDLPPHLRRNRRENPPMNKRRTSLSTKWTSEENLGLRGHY
Fam108B inh = mouse Fam108B serine hydrolase inhibitors, primary screen, counter-screen for RBBP9 inhibitor project, biochemical, fluorescence polarization; recombinant Fam108B, FP-Rh probe fluorescence polarization; inhibition, % at 9.51 µM; hit rate 0.33% among 300,000; AID 1947, 2009;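 active = inhibition above the screen mean inhibition plus 3 SD, computed separately per campaign, cut at about 18% in these data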;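 note: inhibitors lower polarization as less probe binds the enzyme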
PAFAH1B2 FP inh = PAFAH1B2 enzyme inhibitors, primary screen, biochemical, fluorescence polarization, human | Platelet-activating factor acetylhydrolase IB subunit alpha2 (Homo sapiens), P68402 | recombinant PAFAH1B2, FP-rhodamine activity probe | inhibition, % at 3.39 µM | hit rate 1.2% among 340,000 | AID 492953, 2010;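 active = inhibition above the mean of all tested compounds plus 3 SD, cut at about 24% in these data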;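 note: 0% = enzyme with DMSO and 100% = wells lacking PAFAH1B2; many of its hits are not listed in these tables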
Target sequence (P68402 whole entry, looked up): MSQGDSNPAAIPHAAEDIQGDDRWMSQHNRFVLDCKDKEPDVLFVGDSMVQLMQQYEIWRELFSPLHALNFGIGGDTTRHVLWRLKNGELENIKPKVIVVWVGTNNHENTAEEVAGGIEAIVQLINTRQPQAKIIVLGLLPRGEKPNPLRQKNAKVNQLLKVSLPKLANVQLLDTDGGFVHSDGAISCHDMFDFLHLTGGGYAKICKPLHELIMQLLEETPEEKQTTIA
pPAFAH inh = pPAFAH enzyme inhibitors, primary screen, biochemical, fluorescence polarization, human; recombinant pPAFAH, FP-rhodamine probe fluorescence polarization; hit rate 1.5% among 330,000; inhibition, % at 3.39 µM; Platelet-activating factor acetylhydrolase (Homo sapiens), Q13093; AID 463082, 2010;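 active = inhibition above the mean inhibition across the screen plus 3 SD, cut at about 25% in these data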;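 note: inhibitors block binding of the rhodamine activity-based probe so polarization drops; 0% = enzyme with DMSO and 100% = wells lacking pPAFAH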
GLD-1 RNA inh = GLD-1/TGE RNA complex disruptors, primary screen, biochemical, fluorescence polarization | Female germline-specific tumor suppressor gld-1 (Caenorhabditis elegans), Q17339 | purified GLD-1 + fluorescein TGE RNA | inhibition, % at 5.96 µM | hit rate 0.44% among 320,000 | AID 2280, 2010;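 active = percent inhibition above a per-plate cutoff, the plate mean of test compounds plus 3 SD, cut at about 30% in these data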;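 note: 0% = DMSO wells with GLD-1 and probe and 100% = wells lacking GLD-1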
* = called active by the depositor; x = not tested or not shown; & = joins results of further samples. Not all compounds are listed; rates above refer to the full screens.

The line under a structure holds: pPAFAH inh	PME-1 inh	PAFAH1B2 FP inh	Bcl-xL primary	GLD-1 RNA inh	AHR activator	Fam108B inh	MCL1 BIM primary	MEX-5 binding
> COc1ccc(NC(=O)CN(c2ccccc2)S(=O)(=O)N(C)C)cc1Cl
→ 0	-6	10	6	11	10	2	8	-1.5
> CC(=O)/C=C\c1ccc(OC(=O)c2cccnc2)cc1
→ -3	5	1	0	1	-2	-1	4	-0.6
> CCCCN(C(=O)CC1CCCCC1)c1c(N)n(CC(C)C)c(=O)[nH]c1=O
→ 3	8	3	-3	-7	0	x	-9	x
> Cc1ccc(S(=O)(=O)NC(C)C(=O)Nc2ccc(C(N)=O)cc2)cc1 (configuration not stated)
→ 5	-7	0	7	6	-1	1	0	-5.9
> CCOC(=O)CSc1nnc(CNc2cccc(Cl)c2)n1-c1ccccc1
→ 5	1	-7	-4	2	4	-2	-9	0.6
> Cc1ccc(NC(=O)Cn2nnc(C(=O)Nc3ccc(C)c(C)c3)c2N)cc1
→ -2	-37	-10	-3	-1	6	-21	0	-0.2
> CC12CCC(=O)N1C(C(=O)OCC(=O)Nc1cc(S(=O)(=O)N3CCCCC3)ccc1Cl)CS2 (configuration not stated)
→ 3	3	6	1	3	-1	0	8	0.0
> CCOC(=O)C(C)Sc1nc2c(c(=O)[nH]c(=O)n2C)n1CCc1ccccc1 (configuration not stated)
→ -5	-1	-4	-12	4	1	2	-10	0.2
> COC(=O)[C@]1(Cc2ccccc2)N[C@H](CN(C)C(=O)Nc2ccc(F)cc2)[C@@H]2C(=O)N(Cc3ccccc3)C(=O)[C@@H]21
→ 0	x	1	x	5	2	x	x	x
> CC(C)C1Nc2ccc(C(=O)O)cc2C2C=CCC21 (configuration not stated)
→ 23	-8	12	48*	28	1	8	82*	-54*
> CS(=O)(=O)Nc1cccc(C2=NN(S(C)(=O)=O)C(c3ccccc3)C2)c1 (configuration not stated)
→ 3	0	1	12	7	2	3	8	0.2
> O=C(Nc1sc2c(c1C(=O)O)CCC2)c1cccs1
→ 6	-1	6	10	0	7	3	14	-0.6
> CCOc1ccc(CCNC(=O)Cn2ccc3cc(S(=O)(=O)N4CCCC4)ccc32)cc1
→ 0	16	5	1	-1	2	3	3	1.6
> C#Cc1ccc([C@@H]2C=C(C(=O)O)O[C@H](OCC)[C@H]2CCCO)cc1
→ 7	-3	-6	17	1	3	-2	12	-1.5
> Cc1onc(-c2ccccc2Cl)c1C(=O)OCN1C(=O)c2ccccc2C1=O
→ 2	-9	5	-6	-7	5	1	-2	-1.3
> CC(CN1C(C)CCCC1C)OC(=O)c1ccccc1Cl (configuration not stated)
→ 0	0	3	5	0	0	-3	5	-1.1
> CCCCN1C(=O)/C(=C2/Sc3ccccc3N2C)S/C1=N\c1ncn[nH]1
→ 6	2	10	-33	-41	25	1	-39	-69*
> COc1ccc(N2CCN(Cc3oc(CO)cc(=O)c3O)CC2)cc1
→ 0	-4	0	53*	22	3	-1	42*	-2.2
> Cc1c(C)[n+](=O)c2c(n1[O-])C(Br)CCC2Br (configuration not stated)
→ -2	-1	0	0	-2	3	1	9	-1.7
> CCN(CC)CCn1c2c(c(SCC(=O)Nc3nc(C)cs3)nc1=O)CCC2
→ 0	-3	1	5	3	1	-4	9	0.9
> Cc1cc(C)cc(NC(=O)CN2CCN(CCN=CC3=C(O)CC(C)(C)CC3=O)CC2)c1
→ 1	-8	0	1	-4	0	2	3	-1.6
> CC(/C=N\NC(=O)c1ccc2c(c1)OCO2)c1ccccc1 (configuration not stated)
→ 2	-4	4	7	7	10	0	6	2.3
> CCCCN(CCCNC(=O)c1ccc2nc(N3CCOCC3)sc2c1)Cc1ccccc1
→ -2	0	4	9	-1	32	6	7	0.8
> COCCC(C(=O)Oc1c(C(C)(C)C)cc(C)cc1C(C)(C)C)c1ccccc1 (configuration not stated)
→ 2	0	2	3	0	1	x	4	x
> CCCCCn1c(SCCN2CCOCC2)nc2c1c(=O)[nH]c(=O)n2C
→ 7	-9	3	3	7	2	0	8	-0.8
> CC(C)OC(=O)CCc1nc2ccccc2[nH]c1=O
→ 4	-4	0	3	-3	-2	4	1	0.6
> O=C(CSc1nnc(CNc2ccc(F)cc2)n1Cc1ccco1)N1CCOCC1
→ 3	0	1	-4	8	5	1	-5	0.5
> CC(C)CN(C(=O)/C=C/c1nc2ccccc2s1)C1CCS(=O)(=O)C1 (configuration not stated)
→ 1	-4	5	-4	9	3	4	-5	-2.5
> O=C1/C(=C\c2cccnc2)SC(=S)N1c1ccc(F)cc1
→ 1	-9	5	7	7	6	-4	8	-2.0
> CC(=O)Nc1ccc(NS(=O)(=O)c2ccc(CN3C(=O)c4cccnc4C3=O)cc2)cc1
→ 3	-7	1	0	-7	2	-1	-2	2.4
> Cc1ccc(SCCC(=O)N2CCN(S(=O)(=O)c3ccccc3)CC2)cc1
→ 6	8	19	0	7	-1	x	3	x
> CN(C)Cc1c(O)ccc2ccccc12
→ 5	0	0	3	5	18	1	0	-0.4
> CSC1=NCCN1C(=O)c1c(-c2c(F)cccc2Cl)noc1C
→ -1	-2	3	2	-3	-3	-1	7	-2.3
> CCOCc1c(C(=O)N2CCN(Cc3ccc(Br)s3)CC2)oc2ccccc12
→ 1	3	1	-6	4	17	x	-2	x
> CCN(CC)c1ccc(S(=O)(=O)N2CCOCC2)cc1NC(=O)COC(=O)/C=C/c1ccc(C)o1
→ 19	22	-1	1	5	0	-3	1	1.1
> Cn1c(CC(=O)NNC(=O)c2ccc(Cl)nc2)nc2ccccc21
→ 2	x	2	x	-3	2	x	x	x
> Cn1c(=O)c2c(nc(SCc3nc(N)nc(N4CCCCC4)n3)n2C)n(C)c1=O
→ 4	3	0	3	7	0	-7	10	2.5
> COc1cc(OC)cc(C(=O)Nc2ccccc2S(=O)(=O)N2CCCC2OC(C)=O)c1 (configuration not stated)
→ 5	3	2	4	-9	1	3	0	1.8
> COc1ccccc1C(=O)Nc1ccccc1C(=O)N1CCCC1
→ 4	3	0	2	1	12	1	-4	3.8
> CSc1ccc(S(=O)(=O)N(CC(=O)NCc2ccccn2)c2ccc(C)cc2)cc1
→ 3	-2	-1	8	7	1	5	11	1.9
> C=C(C)CSc1cc(C)c(C#N)c2nc3ccccc3n12
→ 17	7	5	14	4	41	1	16	-2.1
> COC(=O)C1CC(O)CN1S(=O)(=O)c1ccc2ccccc2c1 (configuration not stated)
→ 2	7	6	3	6	2	x	-9	x
> CCN(C[C@H]1N[C@@](Cc2ccccc2)(C(=O)OC)[C@H]2C(=O)N(Cc3ccccc3)C(=O)[C@@H]12)S(=O)(=O)c1ccc(C(F)(F)F)cc1
→ 5	x	3	x	0	-1	x	x	x
> COc1ccc(C(=O)NCCS(=O)(=O)N2CCOCC2)cc1
→ 5	0	1	-2	1	-2	3	-7	1.2
> COc1ccc(NC(=O)c2ccc3c(c2)S(=O)(=O)c2ccccc2C3=O)cc1
→ 3	1	6	1	2	-1	-1	-2	-2.8
> CCCC(=O)Nc1ncnc2c1ncn2[C@@H]1O[C@@H]2COP(=O)(O)O[C@H]2[C@H]1OC(=O)CCC
→ 3	0	5&0	4	4	-2	-6	6	-0.3
> CC(NS(=O)(=O)c1ccc2c(c1)C(=O)c1cc(S(=O)(=O)NC(C)C(=O)O)ccc1-2)C(=O)O (configuration not stated)
→ 10	-2	3	12	2	-1	-4	5	-1.0
> COc1ccc(CCNC(=O)c2cc(-c3ccc(C)c(C)c3O)n[nH]2)cc1OC
→ -5	2	1	1	3	5	-3	9	2.8
> CCc1nccn1CCC(=O)N1CCCC(Nc2ccc(F)cc2)C1 (configuration not stated)
→ -5	-1	4	5	2	-1	0	7	1.4
> CC(C)(C)Cc1nnc(NC(=O)CN2C(=O)c3ccccc3C2=O)s1
→ 5	0	6	-3	-1	0	3	-6	1.0
> Cc1cccc(-n2cccc2)c1C#N
→ 7	0	5	-1	-2	3	1	-6	2.5
> CN(C(=O)Cc1c(C(=O)O)n(C)c2ccccc12)c1ccc(Cl)cc1
→ 2	5	50*	-2	-6	8	1	-8	0.4
> CN(CC(=O)Nc1cccc(F)c1)C(=O)c1cn(-c2ccccc2)nc1-c1ccc(Cl)cc1
→ -9	-60	-3	-2	4	6	x	2	x
> N#Cc1cccc(NC(=O)COC(=O)c2cccc(N3C(=O)c4ccccc4C3=O)c2)c1
→ 10	-2	-13	4	-2	5	-5	2	x
> COc1ccc2c(c1)OC1=C(C(=O)CCC1)C2C1=C(O)CCCC1=O (configuration not stated)
→ 3	-5	5	10	14	1	4	7	-1.8
> Cc1ccccc1NC(=S)N(C)Cc1cccs1
→ 0	-4	3	4	-1	-1	4	6	0.0
> CC1CN(C(=O)COC(=O)c2cc(Cl)ccc2[N+](=O)[O-])CC(C)O1 (configuration not stated)
→ 4	-2	2	3	4	0	-1	3	-1.6
> O=c1[nH]cnc2c1c(-c1ccccc1)cn2-c1ccc(Br)cc1
→ 27*	4	-3	7	-4	-2	-1	-9	0.3
> O=C1CCN(CCCc2ccccc2)CCN1[C@H](CO)c1ccccc1
→ 0	5	4	-2	1	7	5	2	2.4
